From PubChem
NPC1 promoter act: NPC1 promoter activation; Potency, µM (titrated, usually from 9.22 µM), without a hit: at the top dose activation, hits mostly activators; hit rate 2.4% among 320,000; Huh7 NPC1 promoter luciferase reporter, 24 h; AID 485313;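 also: % of control where 0% means no effect; nearly all actives have a fitted effect of over 60% in size; reporter is driven by a mutant NPC1 promoter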
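Stable NPC1-promoter luciferase Huh7 line; cpd (DMSO) 24 h, 37 °C, 5% CO2; Amplite luciferase reagent 10 min RT; luminescence readout. qHTS format.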
ELG1 genotoxic: induces genotoxicity in HEK293T cells with luciferase-tagged ELG1; hit rate 1.3% among 330,000; AID 504466; HEK293T ELG1-luciferase reporter, luminescence, 16 h; Potency, µM (titrated, usually from 46 µM), for the others: at the highest dose activity change, positive = activation, usual class: activators; also: % of control where 0% means no effect; nearly all actives have a fitted effect of over 60% in size
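HEK293T cells expressing luciferase-tagged ELG1 were exposed to compound or DMSO vehicle for 16 hr at 37 °C and 5% CO2. Luciferase activity was then measured with ONE-Glo after 30 min at room temperature.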
uPA generation: cell surface uPA generation inhibition | cell surface uPA generation assay, qHTS | Potency, µM (titrated, usually from 38.3 µM), without a hit: top-dose activity change, negative = inhibition, actives largely listed as inhibitors | hit rate 0.31% among 330,000; active = well fitted inhibition curve with a large enough effect; inconclusive = small, poorly fitted or top-dose-only effect; inactive = no such curve, though single readings can be large or run the other way; tested in mouse RAW 264.7 cells; also: % is scaled to controls: 0 for no effect and ±100 for the full control effect; nearly all actives have a fitted effect of over 55% in size
CXXC DNA block: inhibitors of human MLL CXXC domain-DNA interaction; Potency, µM (highest dose often 115 µM), without a hit: top-dose activity change, negative = inhibition, usual class: inhibitors; AID 2662; Q03164; MLL-CXXC / FITC-HOXA9 DNA fluorescence polarization; hit rate 0.037% among 290,000; active = well fitted inhibition curve with a large enough effect in the polarisation, with a control signal flat, not every such curve was filed as active; inconclusive = small, poorly fitted or top-dose-only effect, or effect the other way, or a change in a side signal; inactive = no such curve, though single readings can be large or run the other way; the % refers to the polarisation
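Fluorescence polarization: 7 uM MLL-CXXC (stock) preincubated 5 min with compounds, then 50 nM fluorescein-HOX-A9 DNA (stock) added; 30 min ambient. Buffer 50 mM Tris-HCl pH 7.5, 50 mM NaCl, 1 mM DTT, 0.05% BSA.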
BRCA1 expr up: BRCA1 expression activation; AID 624202; MCF7-BRCA1-FFLuc reporter, luminescence, 48 h; response scale: scaled: vehicle 0%, 10 µM genistein 100%; Potency, µM (series often up to 46.1 µM), for the others: at the highest dose activation, actives largely listed as activators; hit rate 1.1% among 380,000; also: nearly all actives have a fitted effect of over 80% in size; some results filed as inactive show a strong effect at the top dose
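48 h compound treatment of MCF7-BRCA1-FFLuc cells (phenol-red free MEM, 37 °C), then 15 min with luciferase substrate and luminescence imaging.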
Rab9 prom act: Rab9 promoter activation; Huh7 Rab9 promoter-luciferase reporter, luminescence, 24 h; Potency, µM (series often up to 9.22 µM), for inactives: top-dose activation, negative = inhibition, actives largely listed as activators; hit rate 2.8% among 320,000; AID 485297; also: % of control where 0% means no effect; nearly all actives have a fitted effect of over 60% in size
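Cell-based reporter: Huh7 stable for Rab9 promoter-driven luciferase, plated in reduced-serum medium with 10% FBS at 1500 cells/well, compound-treated 24 h at 37 °C, luminescence read after 10 min reagent.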
p53 reactivation: restores transcriptional activity of mutant p53; H1299 p53-A138V BP100-luciferase reporter, luminescence, 24 h; Potency, µM (series often up to 92.2 µM), without a hit: at the top dose activity change, positive = activation, hits mostly activators; hit rate 0.063% among 320,000; AID 504706; also: % of control where 0% means no effect; nearly all actives have a fitted effect of over 45% in size
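H1299 (p53-null), stable ts p53-A138V + BP100-Luc; 1000 cells/well, Opti-MEM/10% FBS; cpd 4 pt, 1:5; 24 h, 37 deg C, 5% CO2; detection reagent 10 min RT; luminescence.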
MBNL1 CUG block: blocks human MBNL1 binding to CUG repeat RNA; AID 2675; Potency, µM (series often up to 57.5 µM), inactives show at the top dose activity change, negative = inhibition, usual class: inhibitors; TR-FRET MBNL1-His/biotin-(CUG)12 binding, 665/545 ratio; hit rate 0.036% among 280,000; Q9NR56; active = well fitted inhibition curve with a large enough effect in the signal ratio, with a control signal flat, not every such curve was filed as active; inconclusive = small, poorly fitted or top-dose-only effect, or effect the other way, or a change in a side signal; inactive = no such curve, though single readings can be large or run the other way; the % refers to the signal ratio; also: % is scaled to controls: 0 for no effect and ±100 for the full control effect
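Compound titration spanned 92 nM–58 uM against the MBNL1-His/biotin-(CUG)12 complex. After 60 min at room temperature with 5 nM streptavidin-XL665 and 0.055 ng/ul terbium anti-His, ratiometric 665/545 nm emission (Ex 340 nm) normalized to controls.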
RORg inh: inhibitors of mouse ROR gamma transcriptional activity. hit rate 5.4% among 310,000. Potency, µM (series often up to 53.6 µM), inactives show top-dose activity change, negative = inhibition, usual class: inhibitors. AID 2551. P51450. Drosophila S2 Gal4-RORgamma UAS-luciferase reporter, 20 h; also: % is scaled to controls: 0 for no effect and ±100 for the full control effect; nearly all actives have a fitted effect of over 60% in size
Target sequence (P51450 whole entry, looked up, the tested form may be a part): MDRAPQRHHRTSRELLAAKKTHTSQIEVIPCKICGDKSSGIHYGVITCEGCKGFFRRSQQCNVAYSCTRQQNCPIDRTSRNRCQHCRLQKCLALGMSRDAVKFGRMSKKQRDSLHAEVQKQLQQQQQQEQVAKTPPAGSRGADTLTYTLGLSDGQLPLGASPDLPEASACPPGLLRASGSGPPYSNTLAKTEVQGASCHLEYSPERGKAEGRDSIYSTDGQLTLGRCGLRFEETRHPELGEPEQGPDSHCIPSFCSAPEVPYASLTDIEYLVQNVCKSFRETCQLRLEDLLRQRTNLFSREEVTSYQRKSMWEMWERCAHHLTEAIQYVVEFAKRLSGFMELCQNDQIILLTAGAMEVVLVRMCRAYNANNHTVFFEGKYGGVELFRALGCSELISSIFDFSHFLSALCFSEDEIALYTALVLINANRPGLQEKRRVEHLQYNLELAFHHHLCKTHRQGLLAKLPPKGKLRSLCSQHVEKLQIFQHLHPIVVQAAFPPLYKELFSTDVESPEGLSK
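Schneider cells (Drosophila), stable Gal4 DBD–ROR gamma + UAS-luc; 1 hr cmpd preincubation; Cu2+ induction 700 uM final; 20 hr ambient; luminescence.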
FLuc counter: firefly luciferase modulation, counter-screen for miR-21 project | P08659 | purified FLuc, Km substrates, luminescence inhibition | Potency, µM (doses to about 57.5 µM), without a hit: at the top dose activity change, negative = inhibition, usual class: inhibitors | hit rate 6.9% among 360,000 | AID 588342;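 also: plate controls were vehicle for no effect and reference inhibitor for full effect; nearly all actives have a fitted effect of over 55% in size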
Target sequence (P08659 whole entry, looked up): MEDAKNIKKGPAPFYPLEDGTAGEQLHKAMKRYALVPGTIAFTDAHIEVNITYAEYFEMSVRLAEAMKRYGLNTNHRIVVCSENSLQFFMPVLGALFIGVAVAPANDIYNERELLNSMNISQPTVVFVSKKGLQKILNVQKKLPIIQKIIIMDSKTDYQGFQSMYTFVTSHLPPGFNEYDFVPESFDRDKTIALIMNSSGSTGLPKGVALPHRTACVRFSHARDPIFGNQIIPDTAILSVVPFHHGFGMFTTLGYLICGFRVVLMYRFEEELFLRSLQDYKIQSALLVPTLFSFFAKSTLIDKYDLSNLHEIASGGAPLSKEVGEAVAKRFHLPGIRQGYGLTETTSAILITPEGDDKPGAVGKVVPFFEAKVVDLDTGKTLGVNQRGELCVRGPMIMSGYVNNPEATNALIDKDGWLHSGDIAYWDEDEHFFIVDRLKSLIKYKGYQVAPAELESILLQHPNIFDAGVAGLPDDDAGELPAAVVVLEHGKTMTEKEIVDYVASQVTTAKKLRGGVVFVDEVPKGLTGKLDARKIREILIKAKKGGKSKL
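Biochemical qHTS of compounds, final roughly 60 µM downward over six points, against 10 nM purified firefly luciferase using Km concentrations of substrates (10 uM D-luciferin, 10 uM ATP) in Tris acetate pH 7.5 buffer; luminescence output.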
VP16 counter: inhibits Gal4-VP16 luciferase reporter, ROR gamma counter-screen; Drosophila S2 Gal4-VP16 UAS-luciferase, luminescence, 20 h; Potency, µM (series often up to 53.6 µM), without a hit: at the top dose activity, negative = inhibition, actives largely listed as inhibitors; hit rate 3.5% among 310,000;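 also: Gal4-VP16 expression switched on by copper sulfate through the metallothionein promoter; % is scaled to controls: 0 for no effect and ±100 for the full control effect; nearly all actives have a fitted effect of over 50% in size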
* hit, by the source's call; ? = inconclusive; . = no result given; & = joins results of further samples; [ ] = remark or other dose. Unless noted, calls follow the shape of the dose curve; as a rule, active = well fitted curve in the direction sought with a large enough effect; inconclusive = small, poorly fitted or top-dose-only effect, or another doubt; inactive = no such curve, though single readings can be large; an effect the other way counts as inactive or inconclusive. Potency is read from the fitted curve at half-maximal effect. An excerpt; rates above refer to the full screens.

SMILES	NPC1 promoter act	ELG1 genotoxic	uPA generation	CXXC DNA block	BRCA1 expr up	Rab9 prom act	p53 reactivation	MBNL1 CUG block	RORg inh	FLuc counter	VP16 counter
COc1ccc(C2C(C#N)=C(N)OC3=C2C(=O)CCC3)cc1Cn1cc([N+](=O)[O-])cn1 (configuration not stated)	-3%	1%	-4%	-1%	-5%	-3%	2%	6%	7%	-1%	-1%
O=C(NCc1nnc(SCc2ccccc2)n1-c1ccccc1)C12CC3CC(CC(C3)C1)C2	-2%	-4%	0%	-1%	-72%	1%	-3%	-2%	-32%	3%	-13%
O=C(O)c1ccc(NC(=S)NC(=O)c2ccc3ccccc3c2)cc1	?	?	-3%	6%	?	?	30%	1%	?	?	-4%
O=C(NCCc1ccccn1)c1cccc(S(=O)(=O)N2CCc3ccccc32)c1	3%	-7%	-2%	-9%	-13%	1%	-5%	0%	?	-9%	?
COc1ccc2c(Cl)c(C(=O)N/N=C3\CCCC(=O)C3)sc2c1	15%	2%	5%	?	50%	?	1%	?	-8%	17µM*	-14%
COC(=O)C1=C(C)N(Cc2ccc3c(c2)OCO3)C(=O)C1	-4%	3%	-4%	2%	0%	-1%	5%	-6%	-21%	2%	-3%[10 µM]
CCC(=O)Nc1ccc(C2=Nn3c(nnc3C(C)C)SC2)cc1	-4%	1%	-2%	-3%	0%	4%	7%	0%	-4%	-11%	2%
CCOC(=O)N1CCN(C(=O)c2cn(C)c3ccc(S(=O)(=O)N4CCC(C)CC4)cc3c2=O)CC1	-5%	0%	-2%	-4%	-9%	-9%	-1%	-10%	41%	1%	-5%
Cc1ccoc1C(=O)N1CCCCC1C(=O)O (configuration not stated)	1%	3%	-2%	-4%	1%	1%	-1%	-6%	-17%	4%	6%
CN(Cc1ccccc1)C(=O)CCS(=O)(=O)c1ccc2c(c1)n(C)c(=O)c(=O)n2C	-1%	-11%	9%	-1%	-7%	0%	2%	?	-3%	0%	-5%
Cc1cc(/C=N/NC(N)=S)c(C)n1-c1ccc(Cl)c(Cl)c1	-9%	-5%	-2%	-4%	-61%	-12%	15%	.	1.4µM*	6%	3.2µM*
COc1ccccc1C(=O)NC(C)c1ccccc1 (configuration not stated)	-2%	-7%	-6%	2%	0%	7%	-2%	-8%	-3%	-2%	21%
COc1ccc(CNC(=O)CN(c2cc(C)cc(C)c2)S(=O)(=O)c2c(C)noc2C)cc1	1%	-4%	3%	0%	-30%	-1%	-3%	-8%	-19%	1%	21%
Cc1ccccc1CCN1CCCC(CN(C)C(=O)C(=O)c2ccco2)C1 (configuration not stated)	3%	5%	-12%	-7%	3%	15%	-6%	3%	-9%	1%	7%
O=C1C2C3c4ccccc4C(c4ccccc43)C2C(=O)N1/N=C/c1cccc(O)c1 (configuration not stated)	-3%	0%	-9%	0%	-1%	-4%	0%	3%	-15%	6%	-7%
O=C(Cc1ccc([N+](=O)[O-])cc1)N/N=C/c1ccco1	-5%	1%	5%	-1%	3%	-1%	2%	?	2%	-2%	20%
N#CC(C(=O)Nc1ccccc1)=C1Nc2ccccc2N1	-1%	5%	-2%	3%	3%	19%	7%	-8%	?	21µM*	?
COc1ccc(C(=O)OCC(=O)Nc2ccc(OC)c(S(=O)(=O)N3CCCCC3)c2)cc1[N+](=O)[O-]	-8%	0%	-3%	.	17%	-2%	-4%	.	.	-3%	.
CCOC(NC(=O)c1ccccc1)C(NC(=O)c1ccccc1)OCC (configuration not stated)	-5%	6%	1%	6%	0%	-8%	2%	4%	-27%[0.365 µM]	2%	.
Cc1ccc(-n2ncc3c(=O)n(CC(=O)NCc4ccco4)cnc32)cc1	-7%	1%	-7%	0%	-85%	-1%	0%	3%	8%	2%	-2%
O=C(CSc1cccs1)NCCc1ccccc1	11%	14%	2%	9%	64%	24%	21%	3%	39%	?	-1%
O=C(Cn1cnc2ccccc2c1=O)OCCCCN1C(=O)c2ccccc2C1=O	-2%	-1%	3%	18%	4%	8%	3%	0%	20%	2%	-11%
CC1CCN(CCCNC(=O)CCNC(=O)Cn2cnc3ccccc3c2=O)CC1	-6%	-7%	-2%	4%	-6%	4%	1%	-1%	-11%	-1%	-7%
COc1cc(-c2cc(C(=O)NN3CCN(C)CC3)c3ccccc3n2)cc(OC)c1OC	-10%	1%	.	1%	.	-4%	-8%	.	-7%[10 µM]	-2%	-20%
COc1ccc(OCC(=O)Nc2nc3ccccc3[nH]2)cc1	?	21µM*	-8%	-21%	10µM*	?	?	3%	0.79µM*	4.8µM*	7%

Compound profiles, from the list above.
`O=C(Cn1cnc2ccccc2c1=O)OCCCCN1C(=O)c2ccccc2C1=O` in the list: NPC1 promoter act = -2%; ELG1 genotoxic = -1%; uPA generation = 3%; CXXC DNA block = 18%; BRCA1 expr up = 4%; Rab9 prom act = 8%; p53 reactivation = 3%; MBNL1 CUG block = 0%; RORg inh = 20%; FLuc counter = 2%; VP16 counter = -11%
`O=C(NCc1nnc(SCc2ccccc2)n1-c1ccccc1)C12CC3CC(CC(C3)C1)C2` in the list: NPC1 promoter act = -2%; ELG1 genotoxic = -4%; uPA generation = 0%; CXXC DNA block = -1%; BRCA1 expr up = -72%; Rab9 prom act = 1%; p53 reactivation = -3%; MBNL1 CUG block = -2%; RORg inh = -32%; FLuc counter = 3%; VP16 counter = -13%

Just p53 reactivation and VP16 counter, for some of the entries so far:
SMILES	p53 reactivation	VP16 counter
O=C(NCCc1ccccn1)c1cccc(S(=O)(=O)N2CCc3ccccc32)c1	-5%	?
COc1ccc2c(Cl)c(C(=O)N/N=C3\CCCC(=O)C3)sc2c1	1%	-14%
COC(=O)C1=C(C)N(Cc2ccc3c(c2)OCO3)C(=O)C1	5%	-3%[10 µM]
CCC(=O)Nc1ccc(C2=Nn3c(nnc3C(C)C)SC2)cc1	7%	2%
CCOC(=O)N1CCN(C(=O)c2cn(C)c3ccc(S(=O)(=O)N4CCC(C)CC4)cc3c2=O)CC1	-1%	-5%
Cc1ccoc1C(=O)N1CCCCC1C(=O)O (configuration not stated)	-1%	6%
CN(Cc1ccccc1)C(=O)CCS(=O)(=O)c1ccc2c(c1)n(C)c(=O)c(=O)n2C	2%	-5%

Next part.
SMILES	NPC1 promoter act	ELG1 genotoxic	uPA generation	CXXC DNA block	BRCA1 expr up	Rab9 prom act	p53 reactivation	MBNL1 CUG block	RORg inh	FLuc counter	VP16 counter
O=C(Nc1ccc2c(c1)OCO2)C1CCCN1C(=O)NCc1ccccc1 (configuration not stated)	6%	3%	-3%	-9%	12%	-3%	0%	0%	1%	2%	-10%
O=C(CCC1CCCCC1)Nc1ccc(C(=O)c2ccncc2)cc1	-3%	-4%	-5%	37%[activator]	1%	-2%	-5%	5%	26%	-17%	1%
CCCNC(C)C(=O)Nc1ccccc1C (configuration not stated)	10%[46.1 µM]	.	-20%	4%&4%	2%	-1%[46.1 µM]	.	-1%	32%&-19%	0%	1%&-1%
CCN(C(=O)CSc1nnc(Nc2ccccc2C)s1)C1CCS(=O)(=O)C1 (configuration not stated)	1%	-1%	4%	4%	-13%	1%	0%	-2%	-31%	-4%	4%
O=C(NC1CCCCC1)C(c1ccco1)N(CCc1ccccc1)C(=O)C(F)(F)F (configuration not stated)	-4%	-1%	-6%	9%	-23%	-2%	-6%	1%	32%	1%	-2%
CCN1CCN(Cc2ccc(NC(=O)c3cc(NC(=O)N4CCNC4=O)cc(OC)c3)cc2C(F)(F)F)CC1	0%	-19%	-9%	10%	-20%&-32%	-4%	0%	6%	4%	-12%	0%
CC1=CCC(C(=O)O)C(C(=O)Nc2ccc(-c3nc4ccc(C)cc4s3)cc2)C1 (configuration not stated)	?	5.2µM*	-5%	-7%	43%	23%	19%	-4%	-20%	3.4µM*	-22%
Cc1ccc(Cl)cc1NC(=O)CC1NCCNC1=O (configuration not stated)	-2%	2%	5%	2%	-21%	0%	1%	?	-24%	3%	-10%
CCCc1nn(C)c(C(=O)Nc2ccccc2)c1Cl	3.5µM*	?	-23%	11%	77%	1.1µM*	?	-9%	15%	7.6µM*	?
Cc1ccc(C)n1NC(=O)c1ccccc1	-6%	0%	1%	-2%	1%	5%	3%	-8%	-15%	6%	2%
Cc1ccc(O)c(CO)n1	2%	-3%	-1%	-5%	0%	0%	2%	.	14%	4%	-7%
Cc1nc2ccc(S(=O)(=O)NCC(=O)N(C)Cc3ccco3)cc2s1	-5%	1%	1%	-1%	-1%	-5%	-4%	1%	-14%	-2%	2%
O=C(/C=N/O)NCCCn1ccnc1	12%	-4%	-3%	7%	10%	6%	-1%	-9%	20%	-1%	1%
